# Assay outcomes from PubChem.
# Tb PGK inh: inhibitors of T. brucei phosphoglycerate kinase; P07378; PGK/GAPDH coupled, Kinase-Glo luminescence, 60 min; Potency, µM (highest dose often 57.5 µM), for the others: top-dose activity change, negative = inhibition, actives largely listed as inhibitors; hit rate 0.043% among 380,000; AID 602233; note: potency is the fitted concentration of half-maximal effect; % is set by controls: 0 for no effect and ±100 for the full control effect; nearly all actives have a fitted effect of over 60% in size
#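 Recombinant glycosomal PGK reaction used 1,3-bisphosphoglycerate generated in-well by GAPDH (100nM final) in 100mM TEA pH 7.6, 5mM MgCl2, 0.01% Tween-20. After 60 minutes at room temperature, ATP was read by Kinase-Glo Plus luminescence end-point.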
# GLS inh: glutaminase GLS (human) inhibition; Potency, µM (doses to about 45.5 µM), for inactives: at the top dose activity change, negative = inhibition, actives largely listed as inhibitors; GLS enzymatic activity, qHTS titration; O94925; hit rate 0.21% among 410,000; note: potency is the fitted concentration of half-maximal effect; % is set by controls: 0 for no effect and ±100 for the full control effect
#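 Coupled fluorescence readout: glutamate oxidase/HRP/Amplex Red detect glutamate formed by hKGA from L-glutamine (1 mM solution added). Buffer 45 mM KH2PO4 pH 8.2, 0.02% Tween-20; reads at t0 and 30 min RT.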
# TrxR1 substrate: rat thioredoxin reductase 1 substrate activity; O89049; purified TrxR1 substrate turnover, NADPH consumption readout; Potency, µM (titrated, usually from 114 µM), inactives show at the top dose activity change, negative = substrate turnover; hit rate 0.01% among 390,000; note: potency is the fitted concentration of half-maximal effect; % is set by controls: 0 for no effect and ±100 for the full control effect; nearly all actives have a fitted effect of over 50% in size
#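 Rat TrxR1, dispensed at 90 nM, was prereduced with 400 uM NADPH (final) for 5 min at ~22 deg C, then incubated with compound 15 min before 400 uM selenite. A first-read NADPH fluorescence drop versus no-compound background flagged substrates.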
# IDH1 R132H inh: inhibitors of human mutant IDH1 R132H; O75874; IDH1-R132H enzyme, NADPH consumption, diaphorase/resazurin fluorescence; Potency, µM (doses to about 76.6 µM), for inactives: at the highest dose activity change, negative = inhibition, hits mostly inhibitors; hit rate 0.093% among 390,000; note: potency is the fitted concentration of half-maximal effect; % is set by controls: 0 for no effect and ±100 for the full control effect; nearly all actives have a fitted effect of over 65% in size
#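 IDH1-R132H (0.5 ug/mL dispensed) in pH 7.5 Tris buffer was preincubated 30 min with compound, then given a substrate mix of 0.016 mM NADPH and 2 mM alpha-KG for 80 min at room temperature; remaining NADPH was read by diaphorase/resazurin fluorescence.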
# rTrxR1 inhibitor: inhibitors of rat thioredoxin reductase 1 | hit rate 1% among 390,000 | O89049 | recombinant rTrxR1, NADPH fluorescence consumption, selenite substrate | Potency, µM (titrated, usually from 114 µM), inactives show top-dose activity change, negative = inhibition, most hits filed as inhibitors; note: potency is the fitted concentration of half-maximal effect; % is set by controls: 0 for no effect and ±100 for the full control effect; nearly all actives have a fitted effect of over 65% in size
#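 Rat TrxR1 (90 nM in the dispensed reagent) was pre-reduced with 400 uM NADPH for 5 min at room temperature, then incubated with compound for 15 min. After 400 uM selenite was added, NADPH fluorescence (Ex 340/Em 450 nm) was followed for 8 min.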
# HP1b binding inh: inhibitors of HP1-beta chromodomain binding to methylated histone tails; P83916; AlphaScreen HP1-beta / biotin-H3K9me3 peptide binding; Potency, µM (titrated, usually from 114 µM), without a hit: at the top dose activity change, negative = inhibition, most hits filed as inhibitors; hit rate 0.56% among 390,000; AID 540317; note: potency is the fitted concentration of half-maximal effect; nearly all actives have a fitted effect of over 70% in size; inactives centre near 23
#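 Compound inhibition of the preformed complex between 50 nM HP1-beta and 50 nM biotinylated H3K9me3 peptide was read by AlphaScreen. Buffer was PBS pH 7.4 with 0.01% Tween-20. Incubations ran 30 min at room temperature, with 10 ug/mL donor/acceptor beads.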
# Pin1 inhibitor: inhibitors of human Pin1; Pin1 FP peptide displacement, HiFluor488, 10 min; Potency, µM (doses to about 115 µM), inactives show at the top dose activity, negative = inhibition, usual class: inhibitors; hit rate 0.009% among 390,000; active = well fitted inhibition curve with a large enough effect in the polarisation, with a control signal flat, not every such curve was filed as active; inconclusive = small, poorly fitted or top-dose-only effect, or effect the other way, or a change in a side signal; inactive = no such curve, though single readings can be large or run the other way; the % refers to the polarisation; note: potency is the fitted concentration of half-maximal effect; % is set by controls: 0 for no effect and ±100 for the full control effect
# Target sequence (Q13526 whole entry, looked up): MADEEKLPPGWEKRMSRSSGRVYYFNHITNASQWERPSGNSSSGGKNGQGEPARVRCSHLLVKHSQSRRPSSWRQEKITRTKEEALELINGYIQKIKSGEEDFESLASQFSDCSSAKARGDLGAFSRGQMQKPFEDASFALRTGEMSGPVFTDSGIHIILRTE
# USP1 inh: USP1/UAF1 (human) deubiquitinase inhibition; recombinant USP1/UAF1, Ub-Rhodamine cleavage fluorescence; Potency, µM (doses to about 57.1 µM), inactives show top-dose activity change, negative = inhibition, actives largely listed as inhibitors; AID 743255; hit rate 0.23% among 390,000; note: potency is the fitted concentration of half-maximal effect; % is set by controls: 0 for no effect and ±100 for the full control effect; nearly all actives have a fitted effect of over 60% in size; inactives centre near -12
# Target sequence (O94782 whole entry, looked up): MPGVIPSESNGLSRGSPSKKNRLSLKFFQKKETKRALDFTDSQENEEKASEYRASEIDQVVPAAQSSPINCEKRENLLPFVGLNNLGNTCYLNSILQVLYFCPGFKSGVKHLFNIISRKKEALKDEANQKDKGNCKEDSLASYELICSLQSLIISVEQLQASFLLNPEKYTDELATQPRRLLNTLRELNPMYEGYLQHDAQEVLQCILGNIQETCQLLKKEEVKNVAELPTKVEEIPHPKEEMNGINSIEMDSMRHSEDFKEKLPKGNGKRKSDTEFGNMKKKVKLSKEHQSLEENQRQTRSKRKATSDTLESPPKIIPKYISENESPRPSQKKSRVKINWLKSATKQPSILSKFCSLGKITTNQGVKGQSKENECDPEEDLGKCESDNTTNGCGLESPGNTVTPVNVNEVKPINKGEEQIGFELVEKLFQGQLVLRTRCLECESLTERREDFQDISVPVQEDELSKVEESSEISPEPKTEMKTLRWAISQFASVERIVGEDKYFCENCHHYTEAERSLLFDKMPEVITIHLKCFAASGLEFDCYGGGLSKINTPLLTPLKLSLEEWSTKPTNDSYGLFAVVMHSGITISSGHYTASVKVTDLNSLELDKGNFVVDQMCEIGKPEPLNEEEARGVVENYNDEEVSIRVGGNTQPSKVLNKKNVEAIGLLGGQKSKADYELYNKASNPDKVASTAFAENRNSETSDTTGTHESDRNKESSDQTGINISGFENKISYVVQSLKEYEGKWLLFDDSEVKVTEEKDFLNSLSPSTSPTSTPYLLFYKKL
#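 In this screen, compounds sit with the deubiquitinase complex (1nM) for 15 min at room temperature before Ub-Rho is added at 150nM final. Fluorescence rise is then followed for 6 reads every 60 seconds.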
# PI4K2A inh: PI4K2A (human) kinase inhibition. Q9BTU6. purified PI4K2A, ADP-Glo luminescence, 1 h; stronger effect = lower value. activity change, negative = inhibition, % at 76.9 µM. hit rate 0.13% among 420,000. AID 1346378; in the data active = activity change below about -50%; inconclusive = mostly about -30% to -49%;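 note: -100% = wells without enzyme as full effect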
#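 PI4K2A activity was measured by ADP-Glo luminescence: enzyme (4 ug/mL stock) and phosphatidylinositol (1.2 mM stock) in Tris pH 7.5/MgCl2/EGTA/Triton X-100 buffer were reacted with ATP (300 microM stock) for one hour at ambient temperature.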
# * = called active by the depositor; i = inactive; ? = inconclusive; / = not tested or not shown; & = joins results of further samples; [ ] = dose if it differs, or a comment. Unless noted, calls come from the whole dose curve; as a rule, active = well fitted curve in the direction sought with a large enough effect; inconclusive = small, poorly fitted or top-dose-only effect, or another doubt; inactive = no such curve, though single readings can be large; an effect the other way counts as inactive or inconclusive.
SMILES | Tb PGK inh | GLS inh | TrxR1 substrate | IDH1 R132H inh | rTrxR1 inhibitor | HP1b binding inh | Pin1 inhibitor | USP1 inh | PI4K2A inh
CCC(=O)OCCNc1cc(SCCC(=O)OC)c2nonc2c1[N+](=O)[O-] | -7% | -9% | -17%&-3% | 2% | 8.9µM* | 12%[57 µM] | -2%&1% | -10% | 2
O=C(NCCCn1ccnc1)c1ccc2c(c1)OCCO2 | -9% | -2% | -11% | 3% | -14% | 47%[activator] | -6% | 4% | 4
Fc1cc(Cl)c(OCc2noc(-c3ccsc3)n2)c(Cl)c1 | -8% | -1% | 1% | 2% | 22% | 59%[activator] | 2% | -16% | 1
Cc1nc2nc(-c3cccs3)cn2nc1C | -14% | 1% | 66%[activator] | 0% | 6% | -5% | ? | -18% | -23
O=C(Nc1ccc2nc(-c3ccccc3)[nH]c2c1)c1cccs1 | -7% | 1% | -4% | 17% | 13% | 12% | 10% | 3% | -1
Cc1ccc(Nc2nc3nonc3[nH]c2=O)cc1C | 0% | ? | 6%[57.1 µM] | 3% | 4%[57.1 µM] | 21% | -6% | -12% | 3
Cc1onc(-c2ccccc2Cl)c1C(=O)Nc1ccccc1C(N)=O | -1% | 21% | -4% | 13% | 2% | 13% | 0% | -6% | 2
CCc1cccc(NC(=O)c2cc3c(s2)-c2ccccc2OC3)c1 | 8% | 3% | 35%[activator] | 29% | 18% | 125%[activator] | 10% | -17% | -8
NC(=O)COC(=O)c1ccc2c(c1)C(=O)N(Cc1ccco1)C2=O | 1% | -11% | 6% | 5% | 4% | 7% | 3% | -20% | -2
CCCCCCCC#Cc1ccccc1/C=N/S(=O)c1ccc(C)cc1 (configuration not stated) | 5% | ? | 5%[57.1 µM] | 7% | 10%[57.1 µM] | 171%[activator] | ? | 3% | -5
CCOc1cc(NC(=O)CCl)c(OCC)cc1NC(=O)CCl | -3% | -3% | 5% | 10% | -10% | 20% | -4% | -4% | ?
CN(C)S(=O)(=O)c1cccc(NC(=O)CSc2ncnc3ccccc23)c1 | -1% | 13% | -5% | 1% | 13% | 32% | 9% | -3% | 0
CCCCC(=O)NNC(=S)NC(=O)c1ccc(C)cc1 | -6% | 14% | 4% | 3% | -16% | 14% | -2% | -19% | 1
COc1ccccc1C(=O)C1CCCN(C(=O)c2ccccn2)C1 (configuration not stated) | i | 1% | 9%[57.1 µM] | 2% | 11%[57.1 µM] | 41%[activator] | -6% | -17% | -3
CCOC(=O)NC(=S)c1ccc[nH]1 | -2% | -2% | 5%[57.1 µM] | -3% | 2%[57.1 µM] | 4% | 35%[activator] | 9% | 14
COc1ccc(C2c3c(-c4ccc(F)cc4)n[nH]c3C(=O)N2c2ccccc2)cc1OC (configuration not stated) | 0% | -5% | 2% | 3% | -1% | 31% | 6% | -16% | -3
COc1cc(NC(=O)CN2CC(c3ccccc3)CC2=O)cc(OC)c1 (configuration not stated) | -4% | -1% | 9%[57.1 µM] | 1% | 10%[57.1 µM] | 36% | -2% | -15% | 0
O=C(Nc1cccc(Cl)c1)Nc1ccc2c(c1)C(=O)OC2 | 0% | 2% | -14% | 0% | -9% | 23% | 1% | -3% | -4
Nc1nccc(/C=C/c2c(F)cccc2Cl)n1 | i | 13% | 32% | 10% | 15%[57.1 µM] | 38% | 12% | -9% | 2
Cc1nc(C(C)N(C)Cc2c(C(=O)N3CCCCC3)nc3c(C)cccn23)c(C)s1 (configuration not stated) | -10% | 0% | -8% | 0% | -9% | 26% | 0% | -10% | -5
C[N+]1(CC(O)c2ccccc2)CCCCCC1 (configuration not stated) | -4% | 4% | -1% | 0% | 0% | 9% | -2% | -10% | 2
C[C@H]1CN([C@@H](C)CO)C(=O)c2cc(Br)cnc2O[C@@H]1CN(C)S(C)(=O)=O | 8% | 0% | / | 0% | / | / | / | -5% | -2
CC1CCCC(C)N1CC(O)COCc1ccccc1 (configuration not stated) | 5% | 1% | -13%[57.1 µM] | 0% | 6% | 24% | 6% | 4% | -7
O=C(Nc1ccc(N2CCOCC2)cc1)c1cc(F)c(F)cc1Cl | i | 41%[activator] | -3% | 9% | 2% | 17% | 0% | -6% | -8
CCOc1ccccc1N(C)C(=O)c1c2c(nc3ccccc13)C(=O)N(C1CCCCC1)C2 | 10% | 8% | -1%[57.1 µM] | ? | 12%[57.1 µM] | 15% | -3% | ? | -2
Cc1cccc(OCCCCNCc2ccccc2)c1 | -10% | 5% | 6% | -2% | -3%[57.1 µM] | ? | -2% | -6% | -2
CCOC(=O)c1ccc(NC(=O)Nc2cccc(OCc3cc(=O)n4ccc(C)cc4n3)c2)cc1 | -2% | 2% | 9%[57.1 µM] | -13% | 30%[57.1 µM] | 17%[57 µM] | ? | -18% | 1
O=c1oc2ccccc2c(Nc2ccc(Cl)cc2)c1[N+](=O)[O-] | -1% | 8% | 2% | -4% | 21% | 28% | 0% | -9% | -2
C[C@H]1CN([C@@H](C)CO)C(=O)CCCn2nncc2CO[C@H]1CN(C)C(=O)c1cc(-c2ccccc2)on1 | i | -11% | / | 6% | / | / | / | -20% | 4
COc1cccc(CN(C)C(=O)c2ccc3c(=O)n4c(nc3c2)CCC4)c1OC | -3% | 1% | -10% | 0% | -11% | 32% | 0% | -20% | -6
O=C(NCC1CCCO1)c1ccc(S(=O)(=O)Nc2ccccc2F)cc1 (configuration not stated) | -9% | -1% | -3%[57.1 µM] | 5% | 17% | 5% | -3% | -26% | -3
CSCCC(C(=O)N1CC2(C)CC1CC(C)(C)C2)N1C(=O)c2ccccc2C1=O (configuration not stated) | 0% | 9% | -6% | -2% | 6% | 11% | 4% | 0% | -6
COCCC(=O)N1CCC(Oc2ccc(C(=O)NCc3cccc(C)n3)cc2)CC1 | -4% | 8% | 7% | 1% | 29% | 33% | -9% | 3% | -4
Cc1c(C)n(CCc2c[nH]c3ccccc23)ccc1=O | 6% | -10% | 6%[57.1 µM] | 6% | 18%[57.1 µM] | 33% | -2% | -12% | -5
O=C(COC(=O)c1ccc(O)cc1O)NC(=O)Cc1ccccc1 | 0% | 18% | -11%[57.1 µM] | 6% | -11%[57.1 µM] | -7% | -4% | -3% | 2
O=c1oc2cc(O)ccc2c2oc3cc(O)ccc3c12 | -16% | 7.9µM* | 136%&161%[activator] | -4% | -16%&24% | 31% | ? | ? | -6
CCOC(=O)C(C)Oc1ccc(=O)n(-c2ccccc2)n1 (configuration not stated) | -5% | -22% | 3% | -10% | 25% | 12% | -1% | -16% | 4
CCOC(=O)c1[nH]c(COC(=O)c2ccccc2NC(=O)c2ccco2)c(C(=O)OCC)c1C | 4% | 3% | 10% | 1% | -13% | 24% | 19% | -14% | 3
CCOC(=O)c1[nH]c2ccccc2c1NC(=O)CC | 2% | 1% | 6% | -11% | 0% | 35% | ? | 1% | -6
N#CCCN(C(=O)COC(=O)C1=NNC(=O)CC1)c1ccccc1 | 2% | 0% | 2%[57.1 µM] | 0% | 5%[57.1 µM] | 14% | 1% | -2% | -3
COc1ccccc1Nc1nc(-c2ccccc2F)nc2ccccc12 | 7% | 9% | -5%[57.1 µM] | 0% | 5%[57.1 µM] | 162%[activator] | ? | -12% | 3
COc1ccc(C(=O)NNC2=NC(C)(C)Cc3cc(C)c(C)cc32)cc1 | -8% | 10% | 4% | -1% | 7% | 26% | -3% | -15% | 0
COc1ccc(-n2c(-c3ccc(Cl)cc3)n[nH]c2=S)c(OC)c1 | 0% | -17% | / | 5% | / | / | / | -12% | 5
CCC/C=C1/CCCOC(C(=O)NCc2ccc(C)o2)(C(F)(F)F)C1 (configuration not stated) | 5% | -18% | -9%&-6% | 12% | 13µM* | 24%&43% | ? | -5% | 2
O=C(Nc1cc([N+](=O)[O-])ccc1O)c1ccc2c(c1)C(=O)N(Cc1ccco1)C2=O | -12% | -2% | -14% | 11% | 79µM* | -6% | / | ? | -4
CCOC(=O)N1CCC(N2C(=O)c3ccccc3C2Nc2ccc(C)cc2)CC1 (configuration not stated) | -6% | 14% | 2%[57.1 µM] | 3% | -5%[57.1 µM] | 10% | 14% | -26% | -6
CCOC(=O)c1cc(C)n(CCCN2CCOCC2)c1C | -7% | 10% | -12% | 10% | -7% | -5% | 0% | 1% | -1
c1ccc2cc(C3CCCCC3)ncc2c1 | -1% | -1% | -6% | -3% | 14%[57.1 µM] | 118%[activator] | -2% | -4% | -4
COc1cc(SC)ccc1C(=O)OCC(=O)NC1CC1 | 7% | -3% | -4% | 4% | 16%[57.1 µM] | 22% | -9% | ? | -1
CCOc1ccc(NC(=S)NC23CC4CC(CC(C4)C2)C3)cc1 | -13% | 1% | 8% | 13% | 10% | 80%[activator] | 7% | -9% | -3
O=C(CCn1cnc2ccccc2c1=O)Nc1ccc2c(c1)OCCO2 | 0% | -6% | -5% | -1% | -15% | 23% | -8% | -1% | -6
C=CCn1c(SCC(=O)Nc2ccccc2CC)nnc1-c1ccncc1 | i | 0% | -3% | 4% | 8% | 32% | 8% | 5% | 1
CC(C)(C)C(=O)COC(=O)CNC(=O)c1ccc(Oc2ccccc2)cc1 | -2% | -1% | -9% | 4% | -4%[57.1 µM] | 27% | 8% | -1% | 1
CCN(C(=O)CSc1nnc(C)n1-c1cccc(C)c1)C1CCS(=O)(=O)C1 (configuration not stated) | 9% | -3% | 1% | 0% | -2% | 30% | -9% | -9% | -1

# The list is partial; rates above refer to the full screens.
